# PKA-R2B act = activators of human PKA-R2B complex; hit rate 0.079% among 340,000; PKA-R2B holoenzyme dissociation, Cy5-IP20 fluorescence polarization; R2B truncated from residue 108, S112A mutant; 0% DMSO only, 100% 113 µM cGMP; P22694+P31323; activation, % at 11.4 µM;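 active = activation above a cutoff set at the mean over all compounds plus 3 SD, cut at about 18% in these data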;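 also: higher means more holoenzyme dissociation and a rise in polarization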
# Target sequence (P31323 whole entry, looked up, other chains not shown, the tested form may be a part): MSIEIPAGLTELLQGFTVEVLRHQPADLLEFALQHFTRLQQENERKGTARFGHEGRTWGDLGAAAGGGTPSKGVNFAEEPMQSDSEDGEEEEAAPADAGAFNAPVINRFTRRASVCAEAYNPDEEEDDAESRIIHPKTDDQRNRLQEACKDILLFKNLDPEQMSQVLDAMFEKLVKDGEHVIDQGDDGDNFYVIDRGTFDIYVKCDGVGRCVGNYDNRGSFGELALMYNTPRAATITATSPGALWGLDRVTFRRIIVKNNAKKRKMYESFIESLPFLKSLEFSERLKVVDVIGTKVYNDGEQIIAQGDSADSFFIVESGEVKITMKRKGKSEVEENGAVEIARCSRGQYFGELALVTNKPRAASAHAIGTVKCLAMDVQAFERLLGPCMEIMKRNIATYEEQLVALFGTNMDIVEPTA
# CDK5 inh = CDK5/p35 (human) kinase inhibition | Recombinant CDK5/p35, ADP-Glo luminescence, 60 min | inhibition, % at 10 µM | hit rate 0.01% among 330,000 | AID 488839;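 active = highest replicate inhibition of at least 50% and at least 75% of replicates reaching 50%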;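 also: plate controls were DMSO neutral control for no effect and GW8510 at 10 µM for full effect; many of its hits are not listed in these tables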
# Target sequence (Q00535 whole entry, looked up): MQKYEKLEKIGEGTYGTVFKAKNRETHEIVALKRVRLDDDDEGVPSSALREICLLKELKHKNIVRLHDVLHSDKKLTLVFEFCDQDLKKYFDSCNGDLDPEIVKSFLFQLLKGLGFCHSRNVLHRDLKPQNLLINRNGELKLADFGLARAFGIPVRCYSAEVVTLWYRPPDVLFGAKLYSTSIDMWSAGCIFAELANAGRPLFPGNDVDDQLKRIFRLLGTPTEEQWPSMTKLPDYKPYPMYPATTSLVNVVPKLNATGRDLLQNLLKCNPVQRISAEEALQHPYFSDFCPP
# Target sequence (Q15078 whole entry, looked up): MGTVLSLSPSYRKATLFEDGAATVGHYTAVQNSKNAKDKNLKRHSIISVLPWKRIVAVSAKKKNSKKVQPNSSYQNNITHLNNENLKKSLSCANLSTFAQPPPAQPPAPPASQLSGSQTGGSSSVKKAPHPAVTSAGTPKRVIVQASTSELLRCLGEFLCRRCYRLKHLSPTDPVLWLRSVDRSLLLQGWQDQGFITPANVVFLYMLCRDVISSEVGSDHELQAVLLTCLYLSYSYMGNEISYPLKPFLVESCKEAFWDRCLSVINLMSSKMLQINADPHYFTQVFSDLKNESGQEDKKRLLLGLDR
# Ecoli viability = bacterial growth inhibition, counter-screen for AddAB inhibitors; AID 449728; hit rate 0.27% among 330,000; inhibition, % at 11.9 µM; E. coli V3065 growth, OD600 absorbance, 18 h;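 active = inhibition above the campaign's mean inhibition across all tested compounds plus 3 SD, cut at about 9.9% in these data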;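 also: uninfected addAB+ strain grown without phage in ampicillin broth; 0% = DMSO wells and 100% = ciprofloxacin 0.95 µg/ml wells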
# HTR5A inv ag = counter-screen for OPRM1-OPRD1 inverse agonists: human HTR5A inverse agonism; P47898; inhibition, % at 9.3 µM; HTR5A cell line, luminescence; hit rate 0.083% among 340,000; in the data active = inhibition mostly above about 23%, no sharp cut-off; inactive = mostly below about 18%;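 also: 0% = cells with DMSO and 100% = no-cell wells with DMSO; some compounds called inactive have numbers as strong as hits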
# DAGLB inhibitor = diacylglycerol lipase beta (human) inhibition; AID 504411; Q8NCG7; hit rate 0.059% among 340,000; HEK293T DAGLB membrane lysate, EnzChek fluorogenic substrate; inhibition, % at 5.17 µM; in the data active = inhibition above about 34%;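 also: 0% = enzyme with vehicle and 100% = wells lacking enzyme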
# PKA-R1A activ = PKA-R1A complex activation | AID 504707 | P00514+P68181 | hit rate 0.083% among 340,000 | PKA-R1A dissociation, Cy5-IP20 fluorescence polarization; scaled: DMSO 0%, 113 µM cGMP 100% | activation, % at 11.4 µM;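 active = percent activation above the mean of all tested compounds plus 3 SD, cut at about 19% in these data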;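 also: higher means more PKAc released from R1A so a rise in polarization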
# phage Ecoli inh = E. coli growth loss with phage present | growth absorbance | hit rate 0.26% among 360,000 | inhibition, % at 11.9 µM | AID 651602; in the data active = inhibition above about 11%
# Mot1-301 SUMO = blocks SUMOylation pathway, rescuing yeast Mot1-301 growth; S. cerevisiae Mot1-301 growth rescue, ATP luminescence, 38.5C; percent above DMSO median, 100 means doubled; hit rate 1% among 320,000; growth rescue, % at 18.8 µM; AID 2716;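 active = every valid replicate shows activation above 250% relative to neutral control wells; inactive = the rest, any valid replicate at or below 250%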;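 also: OY570 slx delta 5 strain wells were the positive control but not used for scaling; some compounds called inactive have numbers as strong as hits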
# HTR5A ag ctr = counter-screen for OPRM1-OPRD1 agonists: human HTR5A agonism; P47898; HTR5A agonist assay, luminescence, cell-based; activation, % at 9.3 µM; hit rate 0.61% among 340,000; AID 504692; in the data active = activation mostly above about 9.5%, no sharp cut-off; inactive = mostly below about 7.6%;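 also: 0% = cells with vehicle only and 100% = reference agonist; strong numbers were not always called active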
# AddAB inh = less growth of phage-infected E. coli with AddAB; E. coli expressing H. pylori AddAB, absorbance growth; inhibition, % at 11.9 µM; hit rate 0.29% among 330,000; in the data active = inhibition above about 12%;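 also: 0% = vehicle wells of infected cells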
# Tat transport = blocks Tat-dependent protein export in E. coli; E. coli MC4100 TorA-mCherry Tat export, fluorescence; inhibition, % at 10 µM; hit rate 0.036% among 340,000;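 active = mean replicate inhibition at least 50% and at least half of replicates individually reaching 50%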;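 also: exported cargo escapes ClpAP degradation while cytoplasmic cargo is degraded and loses fluorescence; 0% = median of neutral control wells and 100% = median of NaSCN control wells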
# * hit, by the source's call; / = no result given.
No.	SMILES	HTR5A ag ctr	PKA-R1A activ	Tat transport	CDK5 inh	Mot1-301 SUMO	phage Ecoli inh	Ecoli viability	DAGLB inhibitor	HTR5A inv ag	PKA-R2B act	AddAB inh
1	CCOc1ccc(N(CCCCO)C(=S)NC(=O)c2ccc(C)c(Br)c2)cc1	-1.4	-14.6	5.6	0.4	7.6	1.1	-2.4	-0.8	4.4	-14.8	-2.6
2	OC(COc1ccccc1)CN1CCN(CC(O)COc2ccccc2)CC1 (stereo unspecified)	1.9	-0.9	-11.6	-0.1	4.6	-0.1	0.0	1.6	-21.5	0.9	1.4
3	CC(C(=O)Nc1cccc(S(=O)(=O)N2CCOCC2)c1)N1CCN(C)CC1 (stereo unspecified)	2.8	-2.1	8.2	-0.5	0.8	0.2	-0.6	-1.3	3.8	0.4	-0.9
4	Cc1ccc(S(=O)(=O)N2[C@@H](c3ccc(Br)cc3)C(C(=O)O)=CC[C@H]2c2ccc(C(C)C)cc2)cc1	-2.5	-5.4	19.8	-1.3	192.0	2.5	-1.2	9.2	8.7	-0.2	2.9
5	N=c1sccn1CC(=O)Nc1cc(Cl)ccc1[N+](=O)[O-]	-0.2	2.2	-9.5	3.0	-14.8	6.9	1.8	-2.5	0.4	5.6	0.5
6	O=C(/C=C/c1ccccc1[N+](=O)[O-])NCCCn1ccnc1	-0.8	-3.4	-6.5	-1.2	-1.6	2.6	1.4	2.6	1.9	10.1	5.5
7	O=C(CCCN1C(=O)/C(=C\c2ccco2)SC1=S)Nc1ccc2ccccc2c1	1.0	-0.8	-9.2	2.9	20.8	3.3	2.2	6.2	15.8	6.0	1.4
8	Cc1ccccc1/C=C1\OC(=O)c2ccccc21	1.3	5.8	-2.9	0.8	1.6	1.5	0.2	-13.0	-4.2	5.9	0.4
9	CC(C)(C)OC(=O)N1CCC(Cc2cc(-c3cccnc3)no2)(C(=O)O)CC1	-0.7	3.4	-0.2	2.7	-5.2	2.5	0.5	2.3	6.6	18.2	-0.3
10	CCC(=O)N1CC2(CC(c3cccc(NC(=O)CC(c4ccccc4)c4ccccc4)c3)=NO2)C[C@H]1C(N)=O (stereo partly specified)	-2.9	-10.1	1.9	-1.3	-9.0	3.5	-0.8	0.3	7.3	1.9	3.5
11	CC(=O)Nc1ccc(NC(=O)C2CCCN(S(=O)(=O)c3ccc(Cl)cc3)C2)cc1 (stereo unspecified)	2.8	1.3	-1.2	1.8	-17.2	3.8	1.1	2.1	-8.1	-2.3	2.5
12	CC(NC(=O)CSc1ncccn1)c1ccccc1 (stereo unspecified)	-3.2	-5.1	-3.1	-2.6	-15.0	-0.2	0.8	1.6	7.4	4.5	-0.3
13	Cc1ccc(S(=O)(=O)NNC(=O)c2cc(C)cs2)cc1	6.7	-4.6	0.5	-0.1	-2.2	3.3	0.6	2.0	-1.2	2.2	1.1
14	CCC(C)n1c(NC(=O)c2ccccc2)c(C#N)c2nc3ccccc3nc21 (stereo unspecified)	4.4	-2.3	5.3	0.3	4.1	0.1	0.0	-0.8	-12.4	13.4	2.0
15	COCCn1c(SCC(=O)Nc2cc(C)on2)nc2c(c1=O)SC(C)C2 (stereo unspecified)	2.2	-3.8	-2.3	-0.5	0.6	1.5	-0.7	2.0	-6.9	10.2	1.1
16	Cc1ccc(C(=O)N2c3ccc(F)cc3CCC2C)o1 (stereo unspecified)	-3.3	5.2	-3.7	0.5	-6.1	3.2	-0.3	-0.5	8.7	5.8	1.1
17	CCC(C(=O)NCc1ccc(F)cc1)N(Cc1ccco1)C(=O)c1snc(C(N)=O)c1N (stereo unspecified)	0.4	-7.5	-4.7	0.5	65.4	0.1	-1.1	1.3	6.6	-2.7	1.1
18	CC(C)OC(=O)CSc1nc2cc3c(cc2cc1C#N)OCO3	2.2	-0.4	-2.2	0.3	-14.2	3.4	-1.5	-2.5	-19.5	-4.7	0.9
19	Cc1cc(NCc2ccncc2)ccc1Br	5.8	6.0	-8.1	-0.3	-9.2	-0.6	-1.6	1.7	-16.6	-5.6	1.3
20	COc1cc(C(=O)O[C@H]2C/C(C)=C/CC[C@@]3(C)O[C@@H]3[C@H](O)[C@@H]2C(C)C)cc(OC)c1OC	0.9	-4.2	14.0	0.4	-3.9	-1.7	0.9	-0.8	-3.1	-3.4	0.4
21	O=C(CCC(=O)NC1CCCCCCC1)Nc1nnc(C(F)(F)F)s1	2.0	-5.9	-3.8	-2.4	5.4	5.7	-0.4	1.1	-9.3	5.9	2.0
22	C=CCn1c(=S)[nH]c2ccccc2c1=O	0.1	-6.2	10.6	1.8	1.3	0.2	0.1	-0.1	15.1	-12.5	-0.1
23	O=S(=O)(NCC1CCCO1)c1ccc2ccccc2c1 (stereo unspecified)	5.2	-9.6	-4.5	1.6	373.6	1.8	2.7	2.5	-12.1	5.7	2.3
24	CC(C)C(=O)NC(c1ccc(Cl)cc1Cl)c1ccc2cccnc2c1O (stereo unspecified)	4.5	-5.7	2.7	2.1	-7.7	19.1*	29.4*	-7.5	-16.4	0.7	20.2*
25	COc1ccccc1C(=O)N1C(CC(=O)Nc2cc(Cl)ccc2C)C(=O)NC2CCCCC21 (stereo unspecified)	2.6	-7.8	7.3	-0.8	-11.0	1.4	-1.2	3.1	18.2	5.6	1.1

# 3 compounds already listed, ordered by their value in PKA-R2B act, falling:
cpd	mol	PKA-R2B act
15	COCCn1c(SCC(=O)Nc2cc(C)on2)nc2c(c1=O)SC(C)C2 (stereo unspecified)	10.2
11	CC(=O)Nc1ccc(NC(=O)C2CCCN(S(=O)(=O)c3ccc(Cl)cc3)C2)cc1 (stereo unspecified)	-2.3
22	C=CCn1c(=S)[nH]c2ccccc2c1=O	-12.5

# The results go on.
No.	SMILES	HTR5A ag ctr	PKA-R1A activ	Tat transport	CDK5 inh	Mot1-301 SUMO	phage Ecoli inh	Ecoli viability	DAGLB inhibitor	HTR5A inv ag	PKA-R2B act	AddAB inh
26	CCN(C(=O)COC(=O)c1cn(-c2ccccc2)nc1-c1ccccc1)C1CCS(=O)(=O)C1 (stereo unspecified)	3.3	-3.2	2.2	0.1	5.1	2.3	0.8	-1.8	26.3	-4.5	0.2
27	CCc1nccn1Cc1cc(C=O)ccc1OC	-0.4	8.2	7.4	0.8	-5.5	0.7	2.2	-0.6	1.0	4.4	1.1
28	COc1ccc(CCNC(=O)CC2Oc3ccc(Cl)cc3NC2=O)cc1OC (stereo unspecified)	-1.9	-1.6	0.8	-0.7	-9.5	1.1	2.4	4.1	5.4	13.1	4.4
29	CC1CN(C(=O)COC(=O)c2ccccc2O)CC(C)O1 (stereo unspecified)	-0.9	-12.7	-11.2	1.4	-15.5	1.2	0.9	-4.1	2.1	6.8	2.8
30	Cc1ccc2c(c1)c(C1=NC(=S)NC1=O)c(O)n2C	-0.5	4.3	-0.2	0.0	68.2	3.3	-2.0	2.0	-28.2	-2.4	2.2
31	O=C(NCc1ccccc1)C1CCCN(S(=O)(=O)c2ccc(F)cc2)C1 (stereo unspecified)	0.9	-11.5	-3.6	-1.6	1.4	2.9	0.2	-0.4	-8.2	-0.6	-0.9
32	CC1CCCCC1NC(=O)Cn1cccc1C(=O)c1ccccc1 (stereo unspecified)	3.3	1.8	4.4	-0.9	2.3	1.7	-1.0	-0.7	4.1	13.3	5.5
33	COc1cc(/C=C/C(=O)OCC(=O)NC(=O)NC2CCCCC2C)ccc1OC(F)F (stereo unspecified)	1.4	-4.9	-6.6	-1.3	/	1.3	0.3	0.1	-1.1	2.5	-2.1
34	Cc1ccsc1/C=N/Nc1ncc(Cl)cc1Cl	3.1	-1.4	18.2	-7.9	-11.6	4.0	5.3	-1.2	-5.8	-10.4	6.8
35	CC(=O)c1cccc(CN2CCC(CO)(CCOc3ccccc3)CC2)c1	-3.8	-0.4	0.6	-1.6	2.0	-1.8	-0.3	-0.9	12.9	3.4	0.9
36	CC(=O)C1=C(C)NC(C)=C(C(C)=O)C1c1cccs1	-3.0	3.3	-5.6	0.9	-4.1	1.9	-1.4	-2.4	22.1	-1.1	3.0
37	CCN(C(=O)c1cn(C)c(=O)c2cc(OC)c(OC)cc12)c1cc(OC)ccc1OC	3.0	-0.7	-1.1	-0.9	101.4	2.2	-3.5	0.6	0.4	-2.0	-3.1
38	COc1ccc(C(=O)Nc2ccc(C(=O)NCCc3ccccc3)cc2)cc1	-3.3	-7.6	2.1	-0.9	-11.3	4.1	2.8	5.8	8.1	-1.6	2.6
39	COc1ccc(CC(=O)Nc2ccc(S(=O)(=O)N3CCOCC3)cc2)cc1	-0.8	-1.3	6.0	1.8	3.5	0.1	-0.2	-2.7	2.1	-20.9	0.8
40	O=[N+]([O-])c1ccc(N2CCN(C(=S)Nc3ccc(F)cc3)CC2)cc1	-3.3	2.1	-5.7	2.5	37.7	0.1	1.0	3.9	9.3	1.0	1.0
41	Cc1ccc(-c2ccc(C(=O)O)[nH]2)cc1	-0.3	7.5	-8.2	0.0	-1.0	3.9	-0.6	0.1	-10.9	-2.7	-1.4
42	O=C(NCCc1csc(-c2cccnc2)n1)c1ccc(Br)o1	7.4	-0.3	19.0	2.7	171.9	4.0	-0.3	1.6	-22.5	-4.1	-3.5
43	Cc1cccc(SC2CCN(Cc3nc(CC4CC4)no3)CC2)c1	0.9	-12.9	-4.1	1.5	4.5	2.3	-1.8	-10.2	-11.7	-10.8	6.3
44	CN1CCN(S(=O)(=O)c2ccc(NC(=O)Nc3cccc(Cl)c3)cc2)CC1	17.5*	4.6	4.0	0.3	6.8	6.8	4.2	8.0	-88.7	6.8	3.7
45	CCCCOc1ccc(C(=O)NNC(=O)C2C3CCC(C3)C2C(=O)O)cc1 (stereo unspecified)	4.3	-1.0	-0.3	0.2	-7.2	-0.6	1.3	-5.4	2.3	-10.5	0.6
46	COc1cc(/C=C/C(=O)OCC(=O)NCCN2C(=O)CSC2=O)ccc1OC(F)F	7.6	0.1	4.0	-0.3	-6.0	2.1	-1.0	1.2	-21.0	-1.6	-0.9
47	O=C(CCCSc1nc2ccccc2[nH]1)NCc1ccccc1Cl	0.1	0.8	0.0	-0.6	133.7	4.4	-0.4	-1.0	-0.3	-3.7	1.9
48	CC(=O)Nc1c2c(nn1-c1ccc(C)cc1C)CS(=O)C2 (stereo unspecified)	-1.2	-3.0	2.6	2.3	-9.3	1.1	-0.7	-0.6	4.4	-1.8	2.7
49	O=C(OCC(=O)N1CCCC1)c1c[nH]c2ccccc12	3.2	-3.7	-5.4	-1.2	-13.8	2.4	-0.5	0.1	-7.8	-1.6	-1.3
50	COCCN(CCOC)c1ncnc2c1cnn2-c1ccc(Cl)cc1	7.2	7.8	0.3	0.1	-1.1	3.2	-2.5	-3.4	-8.9	5.9	0.8
51	Cc1ccc(S(=O)(=O)NC(CCC(N)=O)C(=O)NCc2ccc3c(c2)OCO3)c(C)c1 (stereo unspecified)	-2.4	-2.7	-2.1	-2.0	/	1.3	/	-2.5	6.0	-11.6	/
52	O=[N+]([O-])c1cc2c(c(CSc3nnc4ccccn34)c1)OCOC2	8.1	-4.0	-9.8	2.6	13.9	0.7	1.2	-2.4	1.0	-14.5	2.1
53	COc1cc(CCC(=O)NCc2ccc3c(c2)OCO3)cc(OC)c1OC	0.8	6.0	9.5	-0.3	114.8	0.2	-3.5	-2.4	-2.8	-8.2	-0.8
